ALOX12 inh – ALOX12 (human) lipoxygenase inhibition | actives 1.1% (n = 580,000) | Potency, µM (top dose mostly 108 µM), inactives show top-dose activity change, negative = inhibition, usual class: inhibitors | P18054 | purified 12hLO, xylenol orange hydroperoxide absorbance; note: potency is the fitted concentration of half-maximal effect; % is set by controls: 0 for no effect and ±100 for the full control effect
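Hydroperoxide product was detected by ferrous iron/xylenol orange as the 573 to 405 nm absorbance ratio. Arachidonic acid at 40 uM (final) was turned over for 30 min at room temperature by 150 nM human 12hLO, pH 7.0 Hepes buffer, after 15 min compound preincubation.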
RGS4 inh – inhibitors of human regulator of G protein signaling 4; P49798; Potency, µM (highest dose often 114 µM), for inactives: top-dose activity change, negative = inhibition, actives largely listed as inhibitors; actives 0.039% (n = 390,000); Transcreener GDP fluorescence polarization, RGS4-accelerated GTP hydrolysis; AID 504845; note: potency is the fitted concentration of half-maximal effect; % is set by controls: 0 for no effect and ±100 for the full control effect; nearly all actives have a fitted effect of over 75% in size; some results filed as inactive show a strong effect at the top dose
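MLSMR compounds (23 nl, pin-transferred) preincubated 10 min at room temperature with a 500nM (2x) first reagent, then RGS4 at 900nM (2x) plus Transcreener GDP mix added; fluorescence polarization (620/688 nm) read before and after 90 min at 30 °C.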
Pol kappa inh – DNA polymerase kappa (human) inhibition; Q9UBT6; purified Pol kappa, fluorescent DNA synthesis assay, 10 min; Potency, µM (series often up to 107 µM), inactives show at the highest dose activity, negative = inhibition, most hits filed as inhibitors; actives 0.53% (n = 400,000); note: potency is the fitted concentration of half-maximal effect; % is set by controls: 0 for no effect and ±100 for the full control effect
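Here, compound and 10 nM enzyme are combined for 15 min at room temperature; adding 50 nM substrate (final) starts DNA synthesis, tracked by fluorescence at 0 and 10 min against buffer-only wells.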
LDHA inh – LDHA (human) enzyme inhibition; AID 1347041; purified LDHA, NADH/diaphorase-resazurin fluorescence; stronger effect = lower value; activity change, % (values are at about 110 or 230 µM); actives 0.15% (n = 480,000); P00338; in the data active = activity change below about -30%; inconclusive = mostly about -25% to -30%;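 note: plate controls were DMSO wells for no effect and wells without enzyme for full effect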
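Human LDH5 at 2 nM final in Tris HCl pH 7.4 with 0.06 mM NADH and 0.2 mM pyruvate, reacted 5 minutes at room temperature. Remaining NADH coupled via diaphorase/resazurin; resorufin fluorescence read at 0 and 20 minutes, normalized to enzyme-free and DMSO wells.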
APE1 inh – APE1 (human) endonuclease inhibition; P27695; recombinant APE1, TAMRA/BHQ-2 abasic DNA cleavage fluorescence; Potency, µM (series often up to 65.8 µM), for the others: top-dose activity change, negative = inhibition, actives largely listed as inhibitors; actives 0.35% (n = 350,000);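 note: potency is the fitted concentration of half-maximal effect; plate controls were vehicle for no effect and reference inhibitor for full effect; nearly all actives have a fitted effect of over 55% in size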
Target sequence (P27695 whole entry, looked up): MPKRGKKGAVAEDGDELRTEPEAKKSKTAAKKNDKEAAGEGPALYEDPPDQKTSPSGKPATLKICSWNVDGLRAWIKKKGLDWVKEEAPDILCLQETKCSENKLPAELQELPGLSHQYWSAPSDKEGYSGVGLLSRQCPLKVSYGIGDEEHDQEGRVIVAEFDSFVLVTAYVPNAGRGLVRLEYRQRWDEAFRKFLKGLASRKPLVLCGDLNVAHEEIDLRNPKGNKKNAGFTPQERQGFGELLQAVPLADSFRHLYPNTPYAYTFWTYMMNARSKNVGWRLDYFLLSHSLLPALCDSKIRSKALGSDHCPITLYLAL
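APE1 at 0.75 nM preincubated 15 min at room temperature with compound. Reaction then started with 50 nM double-stranded THF-abasic substrate labelled with TAMRA/BHQ-2, and 525/598 nm fluorescence read kinetically. Activity taken as third-minus-first read difference, normalized to DMSO and NSC13755 controls.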
ERG-DNA inh – blocks human ERG Ets domain binding to DNA | Potency, µM (highest dose often 76.9 µM), for the others: at the highest dose FP activity, negative = inhibition, hits mostly inhibitors | fluorescence polarization, His-ERG Ets domain / labelled DNA | actives 0.028% (n = 370,000); active = well fitted inhibition curve with a large enough effect in the polarisation, with a control signal flat; inconclusive = small, poorly fitted or top-dose-only effect, or effect the other way, or a change in a side signal; inactive = no such curve, though single readings can be large or run the other way; the % refers to the polarisation;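 note: polarization taken with two DNA probes labelled with fluorescein and Texas red; potency is the fitted concentration of half-maximal effect; % of control where 0% means no effect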
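His-tagged ERG Ets domain (1 uM in the protein solution; 300mM KCl, 50mM Tris-HCl, 1mM EDTA, 1mM DTT, pH 7.5) received compound, then a probe mix of 5 nM fluorescein-DNA and 100nM Texas-615-DNA. Fluorescence polarization was read for both dyes.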
POLH inh – blocks human DNA polymerase eta activity. Q9Y253. AID 588591. Potency, µM (titrated, usually from 114 µM), inactives show top-dose activity change, negative = inhibition, hits mostly inhibitors. actives 1.2% (n = 390,000). recombinant Pol eta, fluorescent DNA replication assay; note: potency is the fitted concentration of half-maximal effect; % is set by controls: 0 for no effect and ±100 for the full control effect
Target sequence (Q9Y253 whole entry, looked up): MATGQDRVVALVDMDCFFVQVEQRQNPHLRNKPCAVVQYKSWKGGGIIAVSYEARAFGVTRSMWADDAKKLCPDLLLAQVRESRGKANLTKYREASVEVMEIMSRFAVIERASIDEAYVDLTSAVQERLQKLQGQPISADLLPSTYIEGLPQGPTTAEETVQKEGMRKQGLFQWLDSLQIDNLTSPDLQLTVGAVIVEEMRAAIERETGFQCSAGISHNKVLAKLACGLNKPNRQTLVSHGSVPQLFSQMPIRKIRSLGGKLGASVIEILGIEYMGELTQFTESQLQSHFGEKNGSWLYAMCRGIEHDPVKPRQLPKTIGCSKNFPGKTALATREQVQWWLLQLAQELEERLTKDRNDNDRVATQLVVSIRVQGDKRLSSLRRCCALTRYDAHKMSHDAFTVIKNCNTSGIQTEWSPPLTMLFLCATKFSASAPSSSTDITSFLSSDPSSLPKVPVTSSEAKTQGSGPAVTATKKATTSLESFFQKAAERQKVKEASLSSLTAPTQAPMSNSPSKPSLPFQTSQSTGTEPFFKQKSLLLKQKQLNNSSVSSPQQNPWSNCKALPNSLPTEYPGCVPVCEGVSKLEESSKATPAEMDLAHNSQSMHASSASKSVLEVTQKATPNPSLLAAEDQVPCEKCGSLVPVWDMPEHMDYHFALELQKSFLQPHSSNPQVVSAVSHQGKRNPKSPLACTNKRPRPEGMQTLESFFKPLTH
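Fluorescent replication assay: 50 nM final substrate added after a 15 min room-temperature compound preincubation with 10 nM enzyme. Signal taken at 0 min and again at 10 min.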
Anesthetic bind – candidate novel general anesthetic via apoferritin binding; apoferritin/1-aminoanthracene competitive binding, fluorescence; Potency, µM (series often up to 77.5 µM), for inactives: at the highest dose activity change, negative = displacement, usual class: inhibitors; actives 0.074% (n = 350,000); AID 485281; note: potency is the fitted concentration of half-maximal effect; % is set by controls: 0 for no effect and ±100 for the full control effect; nearly all actives have a fitted effect of over 20% in size
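Apoferritin-based anesthetic binding model; compound displacement of fluorescent 1-AMA measured as endpoint fluorescence after 10 minutes at room temperature, scaled to free-ligand and complex controls.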
Pol beta inh – DNA polymerase beta (human) inhibition | P06746 | Pol beta primer extension/strand displacement, fluorescence kinetic | Potency, µM (highest dose often 114 µM), without a hit: at the top dose activity change, negative = inhibition, most hits filed as inhibitors | actives 1.3% (n = 340,000) | AID 485314; note: potency is the fitted concentration of half-maximal effect; % is set by controls: 0 for no effect and ±100 for the full control effect
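Human Pol beta at 10 nM; strand-displacement substrate 50 nM final. Compound exposure 15 min at room temperature before start, reaction 10 min at room temperature.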
* = called active by the depositor; ? = inconclusive; nt = not tested or not shown; & = joins results of further samples; [ ] = another dose, or the depositor's remark. Unless noted, calls come from the whole dose curve; as a rule, active = well fitted curve in the direction sought with a large enough effect; inconclusive = small, poorly fitted or top-dose-only effect, or another doubt; inactive = no such curve, though single readings can be large; an effect the other way counts as inactive or inconclusive.

SMILES | ALOX12 inh | RGS4 inh | Pol kappa inh | LDHA inh | APE1 inh | ERG-DNA inh | POLH inh | Anesthetic bind | Pol beta inh
CCC1S/C(=N/N=C/c2ccco2)N(Cc2ccccc2C)C1=O (centres undefined) | ? | -11% | -12% | -4 | -2% | -11% | -11% | 0% | 3%
CC(C)=CCCC(C)CN1CCC(n2nccc2NC(=O)c2ccc3c(c2)OCO3)CC1 (centres undefined) | -10% | -3% | 16% | 2 | 18% | -6% | -24% | -20% | 4%
Cc1ccc2c(c1)C(Cc1ccccc1F)C(=O)N2 (centres undefined) | -10% | 14% | -5% | -1 | nt | 2% | -21% | ? | -23%
CC(=O)Nc1ccc(S(=O)(=O)/N=C2\SCCN2S(=O)(=O)c2ccc(NC(C)=O)cc2)cc1 | -1% | 15% | -4% | -8 | ? | -6% | 2% | -15% | -6%
COc1ccc(-c2cc(C(C)=O)c(C)n2CCC(=O)Nc2cccc(C)c2C)cc1 | -27% | -25% | -4%[60.1 µM] | 5 | nt | -3% | -8% | 7% | -26%
CCC1=C(OC(=O)N(CC)CC)N2C(=O)OC(=NCC3CC3)[C@]2(Cc2ccccc2)[C@H]2C1=CC[C@H]1C(=O)N(CC)C(=O)[C@H]12 | 0% | 15% | -7% | 0 | -3%&-1% | 14% | -20% | ? | 0%
COc1ccc(-c2cc(-c3ccc4c(c3)NC(=O)CO4)nc3c2COc2ccc(C)cc2-3)cc1 | -21% | 3% | -2% | -1 | nt | -8% | -23% | -2% | -1%
COc1ccc(-n2c(=S)[nH]c3ncccc3c2=O)cc1 | 3% | -19% | 0% | -1 | 1% | 0% | -19% | -2% | 4%
Cc1ccc(-c2nn(-c3ccccc3)cc2CNCc2ccccc2)cc1 | ? | -13% | -8% | 0 | -6% | 19% | -23% | -12% | -1%
COc1ccc(NC(=O)NNC(=O)C(C)Oc2ccc(C(C)C)cc2)c(OC)c1 (centres undefined) | 121%[activator] | -16% | 11% | 1 | 4% | 0% | -19% | ? | -2%
COC(=O)c1ccccc1NC(=O)Cn1cnc2ccc(S(=O)(=O)N3CCC(C)CC3)cc2c1=O | 0% | 20%[11.4 µM] | -3% | -3 | -2% | 0% | 2% | -6% | 0%
O=C1Cc2cc(NS(=O)(=O)c3ccc([N+](=O)[O-])cc3)cc3c2N1CCC3 | ? | -4% | -5% | -3 | 46%[activator] | 3% | 2% | nt | nt
O=C(O)CC(NCc1ccco1)C(=O)OCCc1ccccc1 (centres undefined) | ? | -9% | -13% | -1 | 2% | -12% | -6% | -5% | 3%
CC(=O)NC1C(OCc2ccccc2)OC2COC(c3ccccc3)OC2C1OCC(=O)O (centres undefined) | -6% | ? | -2% | -5 | -2% | -3% | -1% | 1% | -21%
Nc1c(C(=O)c2ccccc2)oc2ccc(Br)cc12 | ? | -21% | -1% | 0 | 0% | -19% | 4% | -10% | 4%

In the list so far, 2 have a halogen:
SMILES | ALOX12 inh | RGS4 inh | Pol kappa inh | LDHA inh | APE1 inh | ERG-DNA inh | POLH inh | Anesthetic bind | Pol beta inh
Cc1ccc2c(c1)C(Cc1ccccc1F)C(=O)N2 (centres undefined) | -10% | 14% | -5% | -1 | nt | 2% | -21% | ? | -23%
Nc1c(C(=O)c2ccccc2)oc2ccc(Br)cc12 | ? | -21% | -1% | 0 | 0% | -19% | 4% | -10% | 4%

New compounds follow
SMILES | ALOX12 inh | RGS4 inh | Pol kappa inh | LDHA inh | APE1 inh | ERG-DNA inh | POLH inh | Anesthetic bind | Pol beta inh
O=C(NCc1ccccc1)C1CC(=O)N(c2ccc(OCC(=O)N3CCOCC3)cc2)C1 (centres undefined) | 9% | -16% | 2% | -4 | 38%[activator] | -4% | -18% | 8% | -15%
CCC(=O)N/N=c1/sc2ccccc2n1C | 2% | 3% | 8% | -2 | 9% | 9% | -15% | -7% | 20%
CC(=O)c1ccc(NC(=O)CSC(C)C)cc1 | 5% | 26% | -22% | -7 | -2% | -3% | -18% | -24% | 9%
COc1ccc(/C=N/NC(=O)C(C)N(c2ccc(OC)cc2)S(C)(=O)=O)cc1 (centres undefined) | 1% | ? | -2% | -6 | ? | -2% | 1% | 0% | 0%
CC(=O)OC(/C(O)=C(\C#N)c1nc2ccccc2[nH]1)c1ccccc1 (centres undefined) | 6% | 19% | -7% | -4 | 0% | nt | -11% | -10% | 3%
CCCCn1nnnc1SCC(=O)Nc1ccc(C)cc1 | 0% | -4% | -16% | -2 | 4% | -4% | -1% | -16% | 2%
Cn1nnnc1SCC(=O)Nc1cccc([N+](=O)[O-])c1 | -3% | -7% | -8% | 1 | 2% | -2% | -25% | -3% | -2%
NC(=O)Cn1cc(/C=N\NS(=O)(=O)c2cccc([N+](=O)[O-])c2)c2ccccc21 | 1% | -2% | -10% | -9 | -15% | -12% | -10% | -13% | 41%
O=C(c1cc(COc2ccc(-n3cncn3)cc2)on1)N1CCCC1 | 9% | 5% | 2% | -2 | nt | 4% | -6% | nt | nt
CCCC(C)NC(=O)c1nc(-c2ccccc2)n(-c2ccccc2)n1 (centres undefined) | ? | -17% | -20% | -6 | 4% | -7% | -18% | ? | 1%
O=C(O)C1Cc2ccccc2CN1C(=O)c1ccccc1 (centres undefined) | -14% | 8% | -11% | 3 | 0% | -6% | 2% | -3% | -22%
O=C(CN1CCN(S(=O)(=O)c2ccccc2[N+](=O)[O-])CC1)Nc1ccc(N2CCOCC2)cc1 | 0% | -8% | -5% | -8 | 2% | -5% | -18% | -9% | -13%
Cn1ncc(Br)c1C(=O)Nc1ccc(F)cc1F | 1% | 14% | 0% | -8 | 0% | 4% | -3% | -2% | 5%
COc1ccc([C@H]2CC(=O)C=C(c3ccccc3C(F)(F)F)C2)cc1 | 2% | -20% | 2% | 1 | 33% | 10% | -30% | nt | nt
CCOC(=O)c1ccc(NC(=O)CCc2nc(-c3ccccc3)no2)cc1 | 0% | -15% | -7% | 6 | -2% | -11% | -3% | -20% | -16%

3 of these compounds, set out differently.
Each structure is followed by: ALOX12 inh	RGS4 inh	Pol kappa inh	LDHA inh	APE1 inh	ERG-DNA inh	POLH inh	Anesthetic bind	Pol beta inh
CCCCn1nnnc1SCC(=O)Nc1ccc(C)cc1
 : 0%	-4%	-16%	-2	4%	-4%	-1%	-16%	2%
Cn1nnnc1SCC(=O)Nc1cccc([N+](=O)[O-])c1
 : -3%	-7%	-8%	1	2%	-2%	-25%	-3%	-2%
NC(=O)Cn1cc(/C=N\NS(=O)(=O)c2cccc([N+](=O)[O-])c2)c2ccccc21
 : 1%	-2%	-10%	-9	-15%	-12%	-10%	-13%	41%

The results go on.
SMILES | ALOX12 inh | RGS4 inh | Pol kappa inh | LDHA inh | APE1 inh | ERG-DNA inh | POLH inh | Anesthetic bind | Pol beta inh
Cc1ccc(C(c2sc3nc(C)nn3c2O)N2CCN(c3ccc(F)cc3)CC2)cc1 (centres undefined) | 5%[57.4 µM] | -9% | -8% | 1 | -1% | -4% | -15% | -9% | 1%
CNc1ccc([N+](=O)[O-])cc1C(=O)O | -21% | -14%[56.9 µM] | 4% | -1 | 4% | -4% | 1% | -9% | 4%
O=c1[nH]c2ccc(S(=O)(=O)N3CCN(c4ccc(F)cc4)CC3)cc2o1 | 2% | 12%[11.4 µM] | 2% | -1 | -5% | -3% | ? | -12% | 23%
Cc1ccc(Nc2ccc3cc(S(=O)(=O)N4CCCCC4)ccc3n2)cc1F | ? | -14% | -2% | 4 | nt | 12% | -20% | 629%[activator] | 17%
COCCNC(=O)C1CCC(CNS(=O)(=O)c2ccc(F)cc2)CC1 (centres undefined) | 18% | 20% | 5% | 0 | -4% | 15% | ? | 1% | 30%
O=C(Nc1ccc(F)cc1)[C@H](CSCc1ccccc1)N1Cc2ccccc2C1=O | ? | -8% | -10% | -10 | nt | -6% | -19% | 63%[activator] | 17%
CC(C)(C)c1sc(N)nc1-c1ccccc1 | -2% | -8% | -9% | 0 | nt | nt | -14% | nt | nt
CC(C)(C)OC(=O)N[C@@H](C(=O)OC(C)(C)C)c1ccc2c(c1)OCO2 | 11% | 7% | -8% | 3 | -20% | -5% | -3% | nt | nt
CCc1ccccc1NC(=O)C(=O)NCC(c1cccnc1)N1CCc2ccccc21 (centres undefined) | -19% | 14% | 8% | 2 | nt | -7% | -12% | -12% | 25%
Cc1ccc(C(C)C)c(OCC(=O)NN=C2CCCC(=O)C2)c1 | -25% | -11% | -14% | 9 | -16% | -5% | -14% | nt | nt
Cc1ccc(CNC(=O)C2CCCN(S(=O)(=O)c3cccnc3)C2)cc1 (centres undefined) | 28% | -6% | -3% | -10 | 1% | -5% | -2% | -6% | 16%
CC(Sc1ccc(S(=O)(=O)N2CCCCCC2)cn1)C(N)=O (centres undefined) | -7% | -15% | -8% | 3 | 24% | 8% | -15% | nt | nt
CCOC(=O)c1c(C)c(C(=O)NCc2ccccn2)c(C)n1C | -2% | 27% | -14% | 3 | 11% | -3% | -2% | -2% | 21%

Only part of the results is shown; the hit share may differ from the screen's.
